High-throughput results from PubChem.
p53ts 39C tox – qHTS Screen for Compounds that Selectively Target Cancer Cells with p53 Mutations: Cytotoxicity of p53ts Cells at the Nonpermissive Temperature | actives 1.5% (n = 130,000) | Potency, µM (doses to about 46.1 µM), for inactives: at the highest dose activity change, negative = cell killing, actives largely listed as cytotoxic | H1299-p53A138V viability at 39C, ATP luminescence, 24 h; further: nearly all actives have a fitted effect of over 55% in size
Peg3 imprint – qHTS Assay for Compounds that Induce Erasure of Genomic Imprints; actives 0.02% (n = 110,000); Potency, µM (titrated, usually from 60.7 µM), inactives show at the highest dose activity change, positive = activation, hits mostly activators; mouse ES Peg3-LacZ reporter, beta-gal luminescence, 40 h;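 further: 0% = negative control wells on the plate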
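Imprint erasure is scored as LacZ activity from the silenced maternal Peg3 allele in feeder-free female ES cells cultured 40 h with LIF. Luminescence is normalized to in-plate negative controls and fitted to the Hill equation.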
p53ts 32C kill – qHTS Screen for Compounds that Selectively Target Cancer Cells with p53 Mutations: Cytotoxicity of p53ts Cells at the Permissive Temperature | H1299-p53A138V at 32C, ATP luminescence viability, 24 h | Potency, µM (series often up to 46.1 µM), inactives show top-dose activity change, negative = cytotoxicity, most hits filed as cytotoxic | actives 0.93% (n = 130,000) | AID 924, 2007;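 further: 0% = DMSO and -100% = full killing by reference compound; nearly all actives have a fitted effect of over 55% in size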
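H1299-p53 A138V cells (temperature-sensitive p53) exposed 24 h to up to 46 uM compound at 32C, where p53 is wild-type in conformation. Viability read as ATP luminescence and normalised to DMSO and 100 uM tamoxifen. AC50 fitted with the Hill equation.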
IkB sig inh – IkB Signaling | ABC-DLBCL IkBa-CBG/CBR dual luciferase ratio, 4 h; response scale: scaled: untreated 0%, proteasome inhibitor 100% | Potency, µM (top dose mostly 57.1 µM), inactives show top-dose IkBa stabilization activation | actives 0.04% (n = 110,000) | AID 445, 2006; active means well fitted curve in the direction sought with a large enough effect in the signal ratio, not every such curve was filed as active; inconclusive means small, poorly fitted or top-dose-only effect, or a change in a side signal; the % refers to the signal ratio;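 further: the direction sought is a rising ratio; 0% = basal untreated cells and 100% = reference inhibitor full response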
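Curves were fitted separately to fusion (green), unfused (red) and ratio luminescence, then classed by r2, magnitude and activity. Cells: OCI-Ly3, 4 h compound plus doxycycline at 37C; 10 uM MG-132 defined full response.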
* = called active by the depositor; ? = inconclusive; . = no result given; [ ] = another dose, or the depositor's remark. Unless noted, the call rests on the fitted dose curve; in most records, active means well fitted curve in the direction sought with a large enough effect; inconclusive means small, poorly fitted or top-dose-only effect, or another doubt; inactive means no such curve, though single readings can be large; an effect the other way counts as inactive or inconclusive. Unless noted, on the % scale 0 is the no-effect control and ±100 the full control effect; potency means the concentration at half of the fitted maximal effect. This is a random part of the collection, and some 1.7% of all compounds hit somewhere here.

smiles	p53ts 39C tox	Peg3 imprint	p53ts 32C kill	IkB sig inh
O=C(CCCn1c(=O)[nH]c2cc(Cl)ccc2c1=O)NCCCN1CCCC1=O	21.5%	-3.6%	-5.8%	-0.8%
Cc1cc(C(F)(F)F)c2c(N)c(C(=O)Nc3cc(C)on3)sc2n1	-14.1%	15.4%	-10.9%	-0.8%
CCC(=O)N1CCc2cc(S(=O)(=O)NCCC(=O)Nc3cc(C)ccc3OC)ccc21	7.0%	16.1%[10.9 µM]	7.6%	1.4%
Cc1c(C(=O)Nc2nc(-c3ccc(F)cc3)ns2)oc2ccc(Cl)cc12	-5.1%	17.7%[10.9 µM]	-0.2%	-1.6%
CCN(CC)S(=O)(=O)c1cccc(-c2nnc(SCc3nnc(-c4cccs4)o3)n2N)c1	3.0%	-11.2%	-5.3%	1.4%
CCOc1cc2sc(N3CCC(C(=O)Nc4ccccc4Cl)CC3)nc2cc1Br	-20.4%	-3.4%[10.9 µM]	-1.9%	?
Cc1ccc(S(=O)(=O)c2nc(-c3ccccc3)oc2NCc2cccnc2)cc1	-9.0%	-16.7%	-3.2%	?
COc1cc(NS(=O)(=O)c2ccc(NC(=O)c3ccc(C(C)=O)cc3)cc2)nc(OC)n1	7.6%	1.8%[10.9 µM]	3.7%	5.4%
CCCCN1CC(c2nc3ccccc3n2CCCCOc2cccc(C)c2C)CC1=O (stereo not drawn)	-1.6%	8.3%[10.9 µM]	-3.3%	2.3%
CCOC(=O)C1=C(C)NC(=O)NC1c1cc(Br)c(O)c(OC)c1 (stereo not drawn)	2.3%	.	28.6%	2.4%
O=C(c1nn2c(C(F)(F)F)cc(-c3ccc(F)cc3)nc2c1Cl)N1CCOCC1	5.7%	-9.1%	7.8%	-0.2%
Cc1ccccc1OCC(=O)Nc1ccc(OCc2cc(=O)n3ccccc3n2)cc1	-5.2%	-9.0%[10.9 µM]	0.9%	-1.3%
Cc1ccc(N(CC(=O)Nc2ccc(Cl)cc2)S(=O)(=O)c2cccc3nonc23)cc1	-13.0%	5.7%[10.9 µM]	5.2%	?
CCOC(=O)c1csc(NC(=O)C2CCCCC2)n1	-1.2%	-6.5%	10.1%	7.0%
O=C(c1ccc(O)cc1)c1ccc(Cl)cc1	4.1%	-19.8%	3.1%	5.6%
Cc1nc2c(-c3ccccc3)c(C)[nH]n2c(=O)c1Cl	?	-0.6%	-22.2%	?
O=C(CN1CCC(C(=O)c2ccc(Cl)cc2)CC1)Nc1ccc2c(c1)OCCO2	-12.8%	-8.9%	4.0%	?
Cc1ccc(/C=C(\C#N)c2nc(-c3ccc(-c4ccccc4)cc3)cs2)cc1	9.5%	3.5%[10.9 µM]	0.4%	?
O=C(Nc1nn[nH]n1)c1nc(-c2ccccc2)cc(=O)[nH]1	4.3%[9.22 µM]	-8.4%[10.9 µM]	-4.1%[9.22 µM]	1.4%[11.4 µM]
Cc1ccc(NC(=O)CSc2nnnn2-c2ccc3c(c2)OCO3)cc1C	8.4%	.	-26.9%	.
CCc1nc2nc(C)cc(Nc3cccc(C)c3C)n2n1	-3.3%	-9.1%[10.9 µM]	12.2%	-2.5%
CCCCc1cc(=O)oc2c(CN(C)C)c(O)ccc12	13.4%	-22.5%	4.4%	-5.1%
COC(=O)c1scc(-c2ccccc2)c1S(=O)(=O)Nc1ccccc1	15.8%	-11.9%[10.9 µM]	2.8%	?
C/C=C/c1ccc(Oc2nnnn2-c2ccc(C(=O)O)cc2)c(OC)c1	12.4%	4.4%	12.2%	?
O=C(c1ccc2c(c1)CCN2S(=O)(=O)c1ccc(Cl)cc1)N1CCN(c2ccccc2)CC1	-27.1%	-13.3%[10.9 µM]	1.6%	?
O=c1cc(-c2ccccc2O)oc2c(O)c(O)ccc12	-16.2%	2.4%	-11.0%	4.5%[11.4 µM]
COc1cccc2cc(C(=O)C3=C(O)C(=O)N(CCN4CCOCC4)C3c3cccs3)oc12 (stereo not drawn)	1.8%	-9.6%	1.3%	4.8%
Cc1ccc(Nc2cc(-c3ccccc3)nc(C)n2)cc1	-8.8%	?	-13.1%	?
COCCN1Cc2cccc(C(=O)Nc3ccc(Cl)cc3Cl)c2C1=O	-15.3%	-12.0%[10.9 µM]	-7.7%	-2.2%
O=C(NCCC[N+]1=CC=N[C@H]1c1ccccc1)N1CCCc2nc(-c3ccc(Br)cc3)ccc21	5.6%[9.22 µM]	.	-2.9%[9.22 µM]	.
CCOC(=O)N1CCN(C(=O)c2cn(CC(C)C)c(=O)c3c2c2ccccc2n3C)CC1	1.5%	-10.8%	29.9%	-0.3%
O=c1c2ccccc2n2nnnc2n1-c1ccccc1	9.2%	?	4.1%	1.0%
Oc1ccc(Cl)c2cccnc12	-14.0%	-2.4%	-10.0%	.
O=C(NCc1ccc(F)cc1)N[C@@H](Cc1ccccc1)C(=O)O	-6.4%	-14.0%	7.6%	4.5%
COc1ccc(-c2cc(C)no2)cc1S(=O)(=O)Nc1cccc(C(F)(F)F)c1	1.8%	-4.7%[10.9 µM]	10.1%	?
CC(C)c1ccc(C(=O)N2CCN(CCO)CC2)cc1	2.8%	-3.6%	-2.1%	0.7%
CC1CN(C(=O)c2cc(S(=O)(=O)N3CCCC3)c(Cl)cc2Cl)CC(C)O1 (stereo not drawn)	0.0%	-21.2%	5.2%	0.2%
CN(CP(=O)(O)C(O)c1ccccc1)S(C)(=O)=O (stereo not drawn)	-1.5%	1.1%	-4.4%	-2.5%
O=C(CSc1nc(N2CCCCC2)nc(N2CCCCC2)n1)N1CCN(c2ccccc2)CC1	15.3%	-38.0%[inhibitor]	12.8%	3.8%
COc1ccc(Cn2c(C3CC3)nc3ccc(NC(=O)C4CC4)cc3c2=O)cc1	?	-63.7%[inhibitor]	-20.8%	1.0%
COc1cccc(N2CCN(C3C(=O)c4ccccc4N3C(C)=O)CC2)c1 (stereo not drawn)	-27.4%	10.6%[10.9 µM]	7.3%	4.1%
CN1CCN(c2nc(NCCOC34CC5CC(CC(C5)C3)C4)nc(OCC(F)(F)F)n2)CC1	-0.9%	-6.7%	-6.0%	-0.5%
Cc1ccccc1N(C(=O)CCC(=O)Nc1ccccn1)C(C(=O)NC(C)C)c1ccc(O)cc1 (stereo not drawn)	14.1%	-0.1%	-1.4%	8.1%
c1ccc(-n2nnnc2SCc2cccc3nsnc23)cc1	-3.4%	-17.5%	4.3%	1.0%
CCOc1ccc(-n2c(=O)[nH]cc(C(=O)N3CCCc4ccccc43)c2=O)cc1	0.1%	14.4%	-2.9%	-1.7%
CCCCC(=O)Nc1ccc(NC(=O)c2cc(OC)c(OC)c(OC)c2)cn1	-5.2%	-3.4%	3.7%	0.0%
O=C(O)[C@H]([C@H]1NCCS1)N1C(=O)c2ccccc2C1=O	7.5%[9.22 µM]	.	-3.9%[9.22 µM]	0.8%[11.4 µM]
COc1ccc(N2CCC(CNC(=O)Nc3ccc(C)c(C)c3)C2)cc1 (stereo not drawn)	-8.8%	-21.0%	1.6%	0.0%
COc1ccc2c3c([nH]c2c1)[C@@H]1C[C@@H]2[C@@H](C[C@H](O)[C@H](OC)[C@H]2C(=O)O)CN1CC3	-1.5%[20.6 µM]	-0.9%[16.8 µM]	5.4%[20.6 µM]	1.6%[25.6 µM]
COc1cc(OC)c(C2C(C(=O)O)c3ccccc3C(=O)N2C)cc1OC (stereo not drawn)	-5.0%	-11.0%	-3.5%	-0.2%
CCCCSc1nc2c(=O)[nH][nH]c(=O)c2n1Cc1ccccc1	6.0%	.	-0.4%	.
CCOC(=O)N1CCN(S(=O)(=O)c2ccc(C)cc2)C1c1ccc(OC)cc1 (stereo not drawn)	-12.9%	-8.9%	-6.7%	2.5%
Cc1ccc2[nH]c(-c3cccc(N)c3)cc2c1	-8.1%	-9.5%	-4.0%	1.4%
CCn1c(SCC(=O)N2CCC(C(N)=O)(N3CCCCC3)CC2)nnc1-c1ccccc1	9.2%	-11.1%	4.1%	0.0%
O=C1CC(Nc2ccc(N3CCOCC3)cc2)C(=O)N1C1CCCCC1 (stereo not drawn)	17.4%	-13.1%	1.9%	3.4%
O=C(COc1ccc(S(=O)(=O)NC2CCCCC2)cc1)Nc1ccc(C(F)(F)F)cc1	-28.9%	-6.4%[10.9 µM]	-9.7%	1.8%
C(=N\n1cnnc1)/c1ccc2c(c1)OCO2	11.2%	-4.9%	54.5%[activator]	-0.9%
O=C(CSc1nnc2scc(-c3ccc(Cl)cc3)n12)Nc1cccc(C(F)(F)F)c1	-20.2%	-15.8%[10.9 µM]	-16.1%	?
Cc1ccc(CNC(=O)CN2C(=O)CSc3ccc(S(=O)(=O)N(C)C)cc32)cc1	-11.8%	-1.2%[10.9 µM]	0.1%	0.6%
CCNc1ncc2nc(-c3ccc(Cl)cc3)c(=O)n(Cc3cccc(OC)c3)c2n1	-8.3%	-9.5%	-19.2%	-2.4%[11.4 µM]

In the list so far, 4 contain a thiophene ring, fused or not.
smiles	p53ts 39C tox	Peg3 imprint	p53ts 32C kill	IkB sig inh
Cc1cc(C(F)(F)F)c2c(N)c(C(=O)Nc3cc(C)on3)sc2n1	-14.1%	15.4%	-10.9%	-0.8%
CCN(CC)S(=O)(=O)c1cccc(-c2nnc(SCc3nnc(-c4cccs4)o3)n2N)c1	3.0%	-11.2%	-5.3%	1.4%
COC(=O)c1scc(-c2ccccc2)c1S(=O)(=O)Nc1ccccc1	15.8%	-11.9%[10.9 µM]	2.8%	?
COc1cccc2cc(C(=O)C3=C(O)C(=O)N(CCN4CCOCC4)C3c3cccs3)oc12 (stereo not drawn)	1.8%	-9.6%	1.3%	4.8%

Next structures:
smiles	p53ts 39C tox	Peg3 imprint	p53ts 32C kill	IkB sig inh
Cc1ccc(C(=O)N2CCOCC2)cc1S(=O)(=O)Nc1cccc(C)c1C	1.4%	-5.2%	-7.1%	0.4%
Cc1ccc(CN2CCN(CC(=O)N3CCc4ccccc4C3)C2=O)cc1	-12.9%	-9.3%	-6.6%	5.9%
Cc1c(C(=O)NCc2cccnc2)sc2ncn(CC(=O)N3CCCCC3C)c(=O)c12 (stereo not drawn)	9.8%	-6.7%	-2.5%	-2.2%
COc1ccc(OC)c(CCNC(=O)CN2C(=O)COc3ccc(S(=O)(=O)N4CCCCCC4)cc32)c1	?	5.9%[10.9 µM]	2.8%	?
O=C(CCCN1C(=O)c2ccccc2C1=O)NC1=NCCS1	-4.0%	3.9%	3.9%	-0.2%
CCn1c(=O)c2[nH]c(-c3ccccc3)nc2n(CC)c1=O	2.1%	-10.8%	-6.7%	5.3%
Cc1ccc(-n2cnc3c(sc4nccc(N(C)C)c43)c2=O)cc1	4.9%	-2.4%	-5.5%	-0.4%
CCSc1nc2ccccc2c(OCc2ccccc2Cl)c1C(=O)OC	-10.9%	-9.4%[10.9 µM]	0.3%	-0.6%
O=C(CN1c2ccc(Br)cc2-c2ccccc2S1(=O)=O)N1CCCCC1	-6.8%	-12.3%[10.9 µM]	4.5%	-0.5%
CCN(CC)S(=O)(=O)c1nnc(NC(=O)COc2ccc(Cl)cc2)s1	15.8µM*	16.5%[10.9 µM]	?	?
COc1ccc(-c2nc3n(n2)C(c2ccccc2)C(C(=O)Nc2cccnc2)=C(C)N3)cc1 (stereo not drawn)	12.2%	-9.6%[10.9 µM]	16.3%	1.0%
CCCCC(=O)Nc1cccc(NC(=O)c2ccc3c(c2)OCO3)c1	-7.1%	-51.6%[inhibitor]	-10.2%	?
